APEX1 inh: inhibitors of human APE1 endonuclease | P27695 | recombinant APE1, TAMRA/BHQ-2 abasic DNA cleavage fluorescence | Potency, µM (top dose mostly 65.8 µM), for the others: at the top dose activity change, negative = inhibition, most hits filed as inhibitors | 350,000 tested, 0.35% active | AID 2517;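 also: potency is read from the fitted curve at half-maximal effect; plate controls were vehicle for no effect and reference inhibitor for full effect; nearly all actives have a fitted effect of over 55% in size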
Target sequence (P27695 whole entry, looked up): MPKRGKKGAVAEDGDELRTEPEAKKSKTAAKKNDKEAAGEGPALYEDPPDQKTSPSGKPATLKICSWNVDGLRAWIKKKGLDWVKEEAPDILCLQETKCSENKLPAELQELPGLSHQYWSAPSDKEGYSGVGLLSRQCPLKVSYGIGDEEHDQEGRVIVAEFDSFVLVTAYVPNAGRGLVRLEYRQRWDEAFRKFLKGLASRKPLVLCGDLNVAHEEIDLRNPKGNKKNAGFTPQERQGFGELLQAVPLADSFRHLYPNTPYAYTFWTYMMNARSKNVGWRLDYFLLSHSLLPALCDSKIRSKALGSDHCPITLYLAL
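Substrate: short duplex with […] THF abasic site, 5'-TAMRA and 3'-BHQ-2, 50 nM final. APE1 at 0.75 nM, preincubated 15 min RT with compound. Fluorescence increase from first to third read measured activity.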
RGS4 inh: human RGS4 inhibition; Potency, µM (titrated, usually from 114 µM), for inactives: at the top dose activity change, negative = inhibition, actives largely listed as inhibitors; 390,000 tested, 0.039% active; Transcreener GDP fluorescence polarization, RGS4-accelerated GTP hydrolysis; also: potency is read from the fitted curve at half-maximal effect; % is scaled to controls: 0 for no effect and ±100 for the full control effect; nearly all actives have a fitted effect of over 75% in size; some results filed as inactive show a strong effect at the top dose
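MLSMR compounds (23 nl, pin-transferred) preincubated 10 min at room temperature with a 500nM (2x) first reagent, then RGS4 at 900nM (2x) plus Transcreener GDP mix added; fluorescence polarization (620/688 nm) read before and after 90 min at 30 °C.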
ALOX12 inh: blocks human arachidonate 12S-lipoxygenase; P18054; purified 12hLO, xylenol orange hydroperoxide absorbance; Potency, µM (highest dose often 108 µM), for the others: at the top dose activity change, negative = inhibition, usual class: inhibitors; 580,000 tested, 1.1% active; also: potency is read from the fitted curve at half-maximal effect; % is scaled to controls: 0 for no effect and ±100 for the full control effect
Target sequence (P18054 whole entry, looked up): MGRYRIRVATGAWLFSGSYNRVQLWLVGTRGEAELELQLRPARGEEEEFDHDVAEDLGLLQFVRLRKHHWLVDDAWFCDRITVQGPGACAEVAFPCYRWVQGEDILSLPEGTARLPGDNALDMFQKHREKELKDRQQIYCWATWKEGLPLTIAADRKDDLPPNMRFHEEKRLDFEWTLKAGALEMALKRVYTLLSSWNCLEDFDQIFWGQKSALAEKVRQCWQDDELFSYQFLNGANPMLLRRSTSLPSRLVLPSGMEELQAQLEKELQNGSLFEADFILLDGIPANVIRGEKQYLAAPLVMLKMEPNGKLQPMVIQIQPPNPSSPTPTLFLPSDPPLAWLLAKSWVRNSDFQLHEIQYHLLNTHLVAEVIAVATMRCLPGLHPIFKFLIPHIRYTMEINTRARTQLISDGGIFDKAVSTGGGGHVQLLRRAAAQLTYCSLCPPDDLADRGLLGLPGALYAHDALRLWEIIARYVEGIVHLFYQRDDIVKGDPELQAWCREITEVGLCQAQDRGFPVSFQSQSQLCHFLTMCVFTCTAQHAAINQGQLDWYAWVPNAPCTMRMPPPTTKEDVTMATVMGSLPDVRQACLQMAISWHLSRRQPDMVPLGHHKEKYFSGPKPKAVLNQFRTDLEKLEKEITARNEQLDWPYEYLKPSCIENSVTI
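Purified human 12hLO (150 nM final) in 25 mM Hepes, 0.01% Triton X-100, pH 7.0 was preincubated 15 min at room temperature with compound. Then 40 uM arachidonic acid was added, 30 min. Hydroperoxide was read by Fe-XO absorbance ratio 573/405 nm.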
LDHA block: blocks human lactate dehydrogenase A; 480,000 tested, 0.15% active; P00338; activity change, % (values are at about 110 or 230 µM); purified LDHA, NADH/diaphorase-resazurin fluorescence; hits give low values; in the data active = activity change below about -30%; inconclusive = mostly about -25% to -30%;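 also: plate controls were DMSO wells for no effect and wells without enzyme for full effect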
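Human LDH5 (2 nM) was incubated with 0.06 mM NADH and 0.2 mM pyruvate for 5 min at room temperature in Tris pH 7.4. Remaining NADH was coupled through diaphorase/resazurin, and resorufin fluorescence was read at 0 and 20 min.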
POLK inh: blocks human DNA polymerase kappa activity | Q9UBT6 | Potency, µM (highest dose often 107 µM), for inactives: top-dose activity, negative = inhibition, usual class: inhibitors | purified Pol kappa, fluorescent DNA synthesis assay, 10 min | 400,000 tested, 0.53% active; also: potency is read from the fitted curve at half-maximal effect; % is scaled to controls: 0 for no effect and ±100 for the full control effect
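Inhibition of 10 nM Pol kappa is measured by a fluorescent read-out at 0 and 10 min following addition of 50 nM substrate (final), with a 15-min room-temperature compound preincubation.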
ERG-DNA inh: inhibitors of human ERG Ets domain-DNA interaction. P11308. fluorescence polarization, His-ERG Ets domain / labelled DNA. Potency, µM (doses to about 76.9 µM), for the others: at the highest dose FP activity, negative = inhibition, actives largely listed as inhibitors. 370,000 tested, 0.028% active. AID 624246; active = well fitted inhibition curve with a large enough effect in the polarisation, with a control signal flat; inconclusive = small, poorly fitted or top-dose-only effect, or effect the other way, or a change in a side signal; inactive = no such curve, though single readings can be large or run the other way; the % refers to the polarisation;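 also: polarization taken with two DNA probes labelled with fluorescein and Texas red; potency is read from the fitted curve at half-maximal effect; % of control where 0% means no effect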
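His-tagged ERG Ets domain (1 uM in the protein solution; 300mM KCl, 50mM Tris-HCl, 1mM EDTA, 1mM DTT, pH 7.5) received compound, then a probe mix of 5 nM fluorescein-DNA and 100nM Texas-615-DNA. Fluorescence polarization was read for both dyes.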
Pol beta inh: inhibitors of human DNA polymerase beta | Pol beta primer extension/strand displacement, fluorescence kinetic | Potency, µM (doses to about 114 µM), without a hit: at the highest dose activity change, negative = inhibition, actives largely listed as inhibitors | 340,000 tested, 1.3% active | AID 485314; also: potency is read from the fitted curve at half-maximal effect; % is scaled to controls: 0 for no effect and ±100 for the full control effect
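Kinetic readout of DNA synthesis with strand displacement by Pol beta. Compound and 10 nM enzyme sit 15 min at room temperature; 50 nM substrate starts the reaction, read immediately and at 10 min.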
Apoferritin bind: candidate novel general anesthetic via apoferritin binding | apoferritin/1-aminoanthracene competitive binding, fluorescence | Potency, µM (highest dose often 77.5 µM), inactives show at the top dose activity change, negative = displacement, usual class: inhibitors | 350,000 tested, 0.074% active | AID 485281; also: potency is read from the fitted curve at half-maximal effect; % is scaled to controls: 0 for no effect and ±100 for the full control effect; nearly all actives have a fitted effect of over 20% in size
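10 uM apoferritin + 50% sat. 1-AMA, PBS; cpd 10 min RT; Ex380/Em535 endpoint; normalized to free probe vs complex; 4-param Hill fit; propofol titration as pos. ctrl.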
POLH inh: blocks human DNA polymerase eta activity | Potency, µM (titrated, usually from 114 µM), for the others: at the top dose activity change, negative = inhibition, most hits filed as inhibitors | Q9Y253 | AID 588591 | 390,000 tested, 1.2% active | recombinant Pol eta, fluorescent DNA replication assay; also: potency is read from the fitted curve at half-maximal effect; % is scaled to controls: 0 for no effect and ±100 for the full control effect
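Pol eta at 10 nM preincubated with compounds 15 min at room temperature; reaction started with fluorescent substrate (50 nM final) and read kinetically at 0 and 10 min.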
Active calls of the source: *; i = inactive; ? = inconclusive; . = not tested or not shown; & = joins results of further samples; ! = not confirmed by another sample; [ ] = another dose, or the depositor's remark. Unless noted, calls follow the shape of the dose curve; as a rule, active = well fitted curve in the direction sought with a large enough effect; inconclusive = small, poorly fitted or top-dose-only effect, or another doubt; inactive = no such curve, though single readings can be large; an effect the other way counts as inactive or inconclusive. A portion of the library. The share of hits here may be higher or lower than overall.

SMILES	APEX1 inh	RGS4 inh	ALOX12 inh	LDHA block	POLK inh	ERG-DNA inh	Pol beta inh	Apoferritin bind	POLH inh
O=c1[nH]c(=S)n(C2CC2)c(O)c1C=NCCN1CCOCC1	2%	3%	?	0	1%	8%	26%	-10%	-6%
CSc1ccccc1C(=O)C1CCCN(Cc2cccc(C)n2)C1 (stereo not given)	1%	-34%	-8%	-5	-1%	2%	-12%	-15%	-17%
C[C@]12CC[C@H](O)CC1=CCC1C2CC[C@]2(C)C(=O)[C@H](Br)CC12 (stereo not given in full)	2%	-17%	?	9	-4%	7%	.	.	?
Oc1ccc2c3c1O[C@H]1c4oc5ccccc5c4C[C@@]4(O)C(C2)N(CC2CC2)CC[C@]314	-2%	i	-1%	.	0%[19.4 µM]	.	.	0%	.
Cc1ccc2c(c1)CCCN2N=O	3%	16%	-8%	-7	-8%	-8%	37%	8%	-13%
c1cncc(CNCCc2ccc3c(c2)OCO3)c1	5%	-8%	?	0	-1%	0%	3%	-2%	-20%
CNC(C)Cc1ccccc1OC (stereo not given)	-2%&0%	.	-9%[22.9 µM]	.	5%&-1%[60.1 µM]	.	.	0%&4%	.
CC1N=C(c2ccccc2Cl)c2cc(Br)ccc2NC1=O (stereo not given)	16%	4%	3%	-2	-10%	10%	12%	-10%	-2%
CC(=O)N(C)C1=Nc2ccc(Cl)cc2C(c2ccccc2)=[N+]([O-])C1	.	13%	-14%	-2	7%	-1%	.	.	-12%
CCN1C(=O)c2ccccc2Sc2ccc(C(=O)N3CCC4(CC3)OCCO4)cc21	-1%	13%	17%	-4	-3%	1%	9%	-17%	-5%
C[C@@H]1O[C@H](C[N+](C)(C)C)C[C@H]1O	-9%	1%[56.9 µM]	-3%	.	7%[60.1 µM]	.	-20%[57.1 µM]	.	0%[57.1 µM]
N/C(=N/[N+](=O)[O-])N1CCN(C(=O)Oc2ccc([N+](=O)[O-])cc2)CC1	18%	0%	-7%	-7	-5%	14%	105%	-7%	-10%
CN(C)P1(N(C)C)=NC(C(F)(F)F)=NC(C(F)(F)F)=N1	12%	8%[56.9 µM]	-19%	-4	-11%	1%	?	-10%	10%
CN1C[C@H](C(=O)NC2(C)OC3(O)[C@@H]4CCCN4C(=O)[C@H](Cc4ccccc4)N3C2=O)CC2c3cccc4[nH]cc(c34)C[C@H]21 (stereo not given in full)	.	2%	?	-14	-17%	15%	.	.	-5%
Oc1cccc2cccnc12	4%&19%&3%&2%	7%	9.3µM*!	10	-2%[60.1 µM]	.	75%	-6%&-15%	.
CCOP(=O)(Oc1ccccc1)c1c([N+](=O)[O-])cc(C(F)(F)F)cc1[N+](=O)[O-] (stereo not given)	16%	10%	?	-5	5%	-3%	13%	-1%	-2%
COc1ccc(-n2c(O)c(C(C)=NCCN3CCNCC3)c(=O)[nH]c2=O)cc1	14%	6%	2%	-2	0%	-1%	27%	-8%	4%
N#CC1=C(N)Oc2c(c(=O)sc3ccccc23)C1c1cccnc1 (stereo not given)	?	15%	4%	-17	4%	-10%	?	-1%	-15%
N[C@@H](Cc1c[nH]c2ccccc12)c1nnc(SCc2ccc(F)cc2)o1	16%	-10%	5%	-3	-7%	-11%	23%	?	-3%
CCc1ccc(-n2nc(C)c3c2NC(=O)CSC3c2ccc(C(=O)OC)cc2)cc1 (stereo not given)	.	-25%	-14%	-3	-5%	8%	-13%	-6%	.
COC(=O)C1=C(c2ccc(F)cc2F)C[C@@H]2CC[C@H]1N2C(=O)NCCCOC(C)C	7%	-4%	17%	-1	1%	9%	.	.	-24%
CCCNC(=O)N1[C@H]2CC[C@@H]1C(C(=O)OC)=C(c1cccc(C#N)c1)C2	51%[activator]	1%	-5%	3	13%	6%	.	.	-9%
Clc1ccc2c(c1)C(c1ccccc1Cl)=NCc1nnc(N3CCN(CCSc4ccccc4)CC3)n1-2	10%	12%	?	5	-16%	21%	7%	-13%	-17%
COc1ccc(NC(=O)CCc2nc(C3=CCN(Cc4cccc(Cl)c4)CC3)no2)cc1OC	.	23%	?	7	-9%[60.1 µM]	-5%	-1%	60%[activator]	-5%
Cc1ccc(-n2c(O)c(C=NCc3ccco3)c(=O)[nH]c2=S)cc1C	?	?	6%	11	40µM*	11%	?	-16%	?
O=C(CN1CC=C(c2ccccc2)CC1)Nc1cc(Cl)ccc1Cl	13%	-34%	-14%	-4	-2%	?	8%	4%	-24%
C=CCn1c(O)c(C(CC)=NCc2ccco2)c(=O)[nH]c1=O	3%	-31%	150%[activator]	2	-1%	-2%	0%	-9%	-16%
COc1cc2c(c(OC)c1)C(=O)OC(C)CCCC(=O)CCCCC2 (stereo not given)	-20%	12%	-5%	-5	-10%	0%	5%	8%	?
O=C(Nc1ccccc1C(F)(F)F)c1cccn(Cc2ccccc2)c1=O	.	-16%	-29%	-1	-10%[60.1 µM]	-1%	?	-4%	-20%
CC(c1ccc(F)cc1)n1cc(C(=O)NCc2ccc3c(c2)OCO3)nn1 (stereo not given)	1%	-4%	-14%	-7	0%	1%	23%	?	-7%

One compound at a time, as listed above. Screens in order: APEX1 inh, RGS4 inh, ALOX12 inh, LDHA block, POLK inh, ERG-DNA inh, Pol beta inh, Apoferritin bind, POLH inh
CCc1ccc(-n2nc(C)c3c2NC(=O)CSC3c2ccc(C(=O)OC)cc2)cc1 (stereo not given) is listed as ., -25%, -14%, -3, -5%, 8%, -13%, -6%, .
Clc1ccc2c(c1)C(c1ccccc1Cl)=NCc1nnc(N3CCN(CCSc4ccccc4)CC3)n1-2 is listed as 10%, 12%, ?, 5, -16%, 21%, 7%, -13%, -17%
Cc1ccc(-n2c(O)c(C=NCc3ccco3)c(=O)[nH]c2=S)cc1C is listed as ?, ?, 6%, 11, 40µM*, 11%, ?, -16%, ?
CCCNC(=O)N1[C@H]2CC[C@@H]1C(C(=O)OC)=C(c1cccc(C#N)c1)C2 is listed as 51%[activator], 1%, -5%, 3, 13%, 6%, ., ., -9%

Carrying on:
SMILES	APEX1 inh	RGS4 inh	ALOX12 inh	LDHA block	POLK inh	ERG-DNA inh	Pol beta inh	Apoferritin bind	POLH inh
O=c1c2ccccc2nc(/C=C/c2ccccc2O)n1-c1ccccc1O	-25%	.	?	.	.	.	?	0%	.
N=c1n(CCO)c2ccccc2n1Cc1ccccc1	2%	-15%	0%	-1	-13%	12%	21%	-6%	-6%
CCN(CC)c1ccc(N=Cc2c(O)n(-c3ccc(OC)cc3)c(=O)[nH]c2=O)cc1	-2%	29%	-21%	9	-13%	-9%	2%	-10%	7%
CCN1C(=O)NC(=O)/C(=C\c2cn(CC(=O)N3CCCC3)c3ccccc23)C1=O	-11%	-29%	?	-7	1%	10%	2%	5%	14%
COc1ccc(S(=O)(=O)NCc2ccc(C(=O)N3CCC4(CC3)OCCO4)cc2)cc1	?	-6%	25%	5	-2%	-2%	23%	-11%	-9%
CC1=C(C)CC2(CC1)C(=O)NC(=O)NC2=O	.	-14%	-7%	2	-10%	-16%	.	.	-26%
COC(=O)C1=C(c2c(C)noc2C)C[C@@H]2CC[C@H]1N2C(=O)NCCOc1ccc(OC)cc1	2%	15%	14%	0	-7%	0%	.	.	-9%
CCN(CC)C(=O)c1ccc(NC(=O)CCn2nc(-c3ccc(Cl)cc3)c3ccccc3c2=O)cc1	.	-27%	-24%	3	-13%	-6%	?	-6%	-16%
O=C(/C=C\c1ccc(Cl)cc1)N[C@@]12CCC(=O)[C@@H]3Oc4c(O)ccc5c4[C@@]31CCN(CC1CC1)[C@@H]2C5	-9%	102%[activator][56.9 µM]	0%	.	-6%[19.4 µM]	.	.	.	.
COc1ccc(OC)c(-n2c(O)c(/C=C3\C=Nc4ccccc43)c(=O)[nH]c2=O)c1	39%	-18%	0%	10	-10%	-1%	-27%	-12%	-21%
CCOC(=O)C1C2c3ccccc3O[C@@]1(C)N=C1SCC(=O)N12 (stereo not given in full)	-3%	25%	5%[57.4 µM]	-17	-6%[60.1 µM]	.	32%	-15%	5%
CC1=C(C(=O)Nc2ccccc2)S(=O)(=O)CCO1	-1%	55%[activator]	162%[activator]	-2	-2%	-6%	-17%	-2%	-1%
COc1ccc(Oc2c(C)oc3cc(OC(=O)N(C)C)ccc3c2=O)cc1	26%	9%	26%	0	-7%	7%	19%	-1%	-13%
Cc1c2cnn(CC(=O)N3CCC4(CC3)OCCO4)c(=O)c2c(C)n1Cc1ccccc1Cl	-7%	3%	14%	-7	-11%	0%	24%	-6%	-23%
CC(Cc1ccccc1)NC(=O)/C=C/c1ccc(Cl)cc1 (stereo not given)	0%	-19%	-26%	-14	-14%	2%	-11%	1%	-20%
Oc1ccc2ccccc2c1CN1CC=C(c2ccccc2)CC1	1%	-13%	-26%	6	5%	-4%	-8%	-1%	-22%
O=c1c2ccccc2nc(-c2ccco2)n1-c1nccs1	2%	-49%	76%[activator][57.4 µM]	-7	-36%	11%	-2%	2%	?
COC(=O)C1=C(c2ccc(OCc3ccccc3)cc2)C[C@@H]2CC[C@H]1N2C(=O)NCc1cccc(C(F)(F)F)c1	9%	-9%	0%	1	-2%	7%	.	.	-24%
COc1ccc2c(c1OC)CN(C)CCc1cc3c(cc1C(=O)C2)OCO3	1%	10%	-15%	-12	-16%	-2%	-17%	-5%	-4%
c1ccc(C2CN3CCC2CC3)cc1 (stereo not given)	2%	-19%	60%[activator]	-4	-6%	1%	12%	-5%	-8%
COc1ccc(NC(c2ccccc2F)P(=O)(Oc2ccccc2)Oc2ccccc2)cc1 (stereo not given)	3%	-21%	-14%	-15	-13%	8%	-18%	-11%	-26%
